# Assay outcomes as filed in PubChem BioAssay.
# TbPYK inhibitor = T. brucei pyruvate kinase inhibition | 410,000 compounds, 0.12% hits | AID 624173 | TbPYK enzyme, Kinase-Glo Plus ATP luminescence, 45 min | Potency, µM (series often up to 76.8 µM), for inactives: top-dose activity, negative = inhibition, most hits filed as inhibitors | Q57TT1; note: potency is the fitted concentration of half-maximal effect; nearly all actives have a fitted effect of over 50% in size
#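 Glycolytic pyruvate kinase of T. brucei was incubated with substrate, test compound and 130 uM ADP for 45 minutes at room temperature. Luminescent Kinase-Glo Plus signal was measured after 10 minutes.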
# AMA1 RON2 block = AMA1-RON2 (P. falciparum) interaction inhibition | Potency, µM (doses to about 58.2 µM), without a hit: at the highest dose activity change, negative = inhibition, actives largely listed as inhibitors | AlphaScreen AMA1-biotinylated RON2 peptide binding | 360,000 compounds, 0.2% hits | AID 720542;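 note: potency is the fitted concentration of half-maximal effect; 0% = vehicle wells and -100% = peptide control; nearly all actives have a fitted effect of over 45% in size; some results filed as inactive show a strong effect at the top dose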
#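 AMA1 (3D7) with his tag at 25 nM final met compounds first, then biotinylated RON2 peptide at 25 nM; detection used donor plus acceptor beads, 10 µg/mL apiece, read by AlphaScreen after 30 min at room temperature.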
# HCMV inh = human cytomegalovirus inhibition. activity change, negative = inhibition, % at 57.5 µM. HFF cells, HCMV-luciferase reporter, 72 h; hits give low values. 410,000 compounds, 4.5% hits; in the data active = activity change below about -60%; inconclusive = no clear call, values can overlap the other calls; inactive = above about -39%
#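 Steps: HFFs plated, 16 h 37C; compounds added; HCMV-luciferase added to MOI 1 PFU/cell; 72 h 37C; OneGlo reagent, 5 min room temperature; luminescence read, normalized to controls.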
# AmpC inh no detg = inhibitors of E. coli AmpC beta-lactamase without detergent; P00811; AmpC nitrocefin hydrolysis, absorbance 480 nm, 0.0001% Triton; Potency, µM (highest dose often 57.1 µM), without a hit: top-dose activity change, negative = inhibition, most hits filed as inhibitors; 330,000 compounds, 0.52% hits;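 note: potency is the fitted concentration of half-maximal effect; plate controls were no compound for no effect and no enzyme for full effect; nearly all actives have a fitted effect of over 20% in size; some results filed as inactive show a strong effect at the top dose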
# Target sequence (P00811 whole entry, looked up): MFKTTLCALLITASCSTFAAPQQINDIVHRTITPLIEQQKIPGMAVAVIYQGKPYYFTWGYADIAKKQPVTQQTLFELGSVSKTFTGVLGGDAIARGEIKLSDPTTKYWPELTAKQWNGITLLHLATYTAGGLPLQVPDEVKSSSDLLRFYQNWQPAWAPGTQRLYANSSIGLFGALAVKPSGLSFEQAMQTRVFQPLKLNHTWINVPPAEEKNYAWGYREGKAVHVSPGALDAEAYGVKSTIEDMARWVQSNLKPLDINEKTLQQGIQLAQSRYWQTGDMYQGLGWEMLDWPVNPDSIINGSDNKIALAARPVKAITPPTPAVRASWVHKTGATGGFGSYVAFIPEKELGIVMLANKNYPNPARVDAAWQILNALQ
#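 20 mM phosphate pH 7.0 + 0.01% (detergent screen) or 0.0001% Triton X-100; 5.3 nM AmpC reagent; cpd preinc 15 min RT; nitrocefin (800 uM stock) to start; A480 q20 s × 4 min; Activity was normalised to no-enzyme and no-compound control wells.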
# AmpC inh detg = inhibitors of E. coli AmpC beta-lactamase with detergent; 370,000 compounds, 0.041% hits; AmpC hydrolysis of nitrocefin, absorbance 480 nm, 0.01% Triton; Potency, µM (highest dose often 114 µM), inactives show at the top dose activity change, negative = inhibition, most hits filed as inhibitors; P00811; AID 485294;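 note: potency is the fitted concentration of half-maximal effect; 0% = no-compound wells and -100% = no-enzyme wells; nearly all actives have a fitted effect of over 25% in size; some results filed as inactive show a strong effect at the top dose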
#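 AmpC (5.3 nM in the dispensed reagent) in 20 mM phosphate pH 7.0 with 0.01% (detergent screen) or 0.0001% Triton X-100 was preincubated with compounds for 15 min at room temperature. Nitrocefin was then added from an 800 uM solution, and hydrolysis was followed at 480 nm.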
# LmPK inh = LmPK (Leishmania mexicana) enzyme inhibition. Q27686. purified LmPK, Kinase-Glo ATP luminescence, 1 h. Potency, µM (series often up to 57.5 µM), for inactives: top-dose activity change, negative = inhibition, usual class: inhibitors. 290,000 compounds, 0.37% hits. AID 1721; note: potency is the fitted concentration of half-maximal effect
# Target sequence (Q27686 whole entry, looked up): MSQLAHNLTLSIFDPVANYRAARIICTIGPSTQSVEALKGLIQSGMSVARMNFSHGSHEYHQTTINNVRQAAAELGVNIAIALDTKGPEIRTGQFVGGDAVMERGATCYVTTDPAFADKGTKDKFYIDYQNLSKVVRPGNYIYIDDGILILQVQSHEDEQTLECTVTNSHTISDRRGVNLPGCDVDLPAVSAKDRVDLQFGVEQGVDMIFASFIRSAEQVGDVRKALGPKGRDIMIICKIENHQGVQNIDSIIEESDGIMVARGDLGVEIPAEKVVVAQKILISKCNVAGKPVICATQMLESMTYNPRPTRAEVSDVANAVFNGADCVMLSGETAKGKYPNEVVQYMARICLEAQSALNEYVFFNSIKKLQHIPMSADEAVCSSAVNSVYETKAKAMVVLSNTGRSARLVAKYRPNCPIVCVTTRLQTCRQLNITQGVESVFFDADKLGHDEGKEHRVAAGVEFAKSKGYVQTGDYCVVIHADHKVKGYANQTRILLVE
#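 In 50 mM imidazole pH 7.2 with 7 mM MgCl2, LmPK (0.1 nM) turned over PEP (0.5 mM) and ADP (0.1 mM) for 1 h at room temperature. Luciferase read-out of ATP.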
# Sm TGR block = S. mansoni TGR enzyme inhibition. Q962Y6. purified TGR, DTNB reduction, TNB absorbance 405 nm. Potency, µM (top dose mostly 114 µM), inactives show at the highest dose activity change, negative = inhibition, usual class: inhibitors. 360,000 compounds, 3% hits; note: potency is the fitted concentration of half-maximal effect; nearly all actives have a fitted effect of over 60% in size
#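 Kinetic colorimetric format: TGR-catalysed, NADPH-driven DTNB reduction monitored via TNB absorbance. Enzyme dispensed at 20 nM; compound exposure 15 min at room temperature before reaction start.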
# * marks the source's active call; other numbers are inactive results; ? = inconclusive; . = no result given; [ ] = dose if it differs, or a comment. Unless noted, calls come from the whole dose curve; as a rule, active = well fitted curve in the direction sought with a large enough effect; inconclusive = small, poorly fitted or top-dose-only effect, or another doubt; inactive = no such curve, though single readings can be large; an effect the other way counts as inactive or inconclusive. Unless noted, % is set by controls: 0 for no effect and ±100 for the full control effect.
no.	canonical_smiles	TbPYK inhibitor	AMA1 RON2 block	HCMV inh	AmpC inh no detg	AmpC inh detg	LmPK inh	Sm TGR block
1	Cc1nnc(NC(=O)CN2C(=O)NC3(CCCC3)C2=O)s1	-5%	4%	-7	-9%	-9%	.	-8%
2	O=C(CN1C(=O)NC2(CCCCCCC2)C1=O)NCc1cccs1	-10%	34%[activator]	-19	-10%	-17%	1%	5%
3	C=CCc1ccc(OCCOc2cccc3ccc(C)nc23)c(OC)c1	24%	-27%	118	125%[activator]	9%	-6%	12%
4	CN1CCN(C(=O)c2ccc3nc(-c4ccccc4)c(-c4ccccc4)nc3c2)CC1	1%	-14%	32	8%[2.29 µM]	-5%	0%	-29%
5	CCC/C(=N/NC(=O)c1csc(C)c1C)c1ccc(Cl)s1	0%	19%	39	-33%	2%	4%	-11%
6	CCOc1ccc(-c2csc(C3COc4ccccc4O3)n2)cc1 (stereo not given)	4%	-2%	43	.	.	.	.
7	CCCCOc1cccc(C(=O)NC(=S)Nc2ccc(Cl)c(C(=O)O)c2)c1	-2%	66%[activator]	-10	-33%	4%	2%	0%
8	CC(=O)c1ccc(NC(=O)CN2CCC(C(=O)c3ccc(F)cc3)CC2)cc1	-1%	-1%	17	3%	4%	2%	-2%
9	O=C/C(=C\Nc1ccc(C(=O)N2CCOCC2)cc1)c1nc2ccccc2o1	6%	34%[activator]	142	-11%	4%	0%[11.5 µM]	-10%
10	Cc1nc(-c2cccc(NC(=O)c3ccc(-n4nccc4C)cc3)c2)cs1	1%	-19%	0	-23%	-5%	.	-2%
11	O=C(O)c1cc(-c2ccccc2)nc(-c2ccccc2)c1	-2%	2%	81	-14%	?	.	2%
12	CCOC(=O)Cc1csc(NC(=S)NC(=O)c2ccc([N+](=O)[O-])cc2)n1	-3%	33%[activator]	-32	-55%	?	7.1µM*	?
13	S=C(NC1CCCC1)NN1CCOCC1	-2%	13%	8	-9%	?	0%	3%
14	N#Cc1ccccc1NC(=O)CN(Cc1ccccc1)Cc1ccccc1	7%	63%[activator]	-20	-24%	4%	-4%	-6%
15	Cc1ccc(C(=O)c2coc3ccc(OCC(=O)O)cc23)cc1	1%	-5%	13	-16%	?	-10%	0%
16	COc1ccc(-c2nn(-c3ccccc3)cc2C(=O)NCC(c2cccs2)N2CCOCC2)cc1 (stereo not given)	2%	-21%	-38	?	-10%	.	8%
17	CC(=O)OCC1(C)CN(c2ccccc2)N(C(C)=O)C1=O (stereo not given)	-2%	-5%	?	-19%	1%	-7%	0%
18	Cc1cc(C)cc(C(=O)NCC(=O)OC(C)C(=O)N(C)c2ccccc2)c1 (stereo not given)	5%	-2%	0	70%[activator]	?	9%	0%
19	Cc1ccccc1N1CC(C(=O)NC2CCCC2)CC1=O (stereo not given)	3%	-4%	-2	3%	-6%	-5%	-3%
20	CCOC(=O)Cn1c(=O)oc2cc(S(=O)(=O)Nc3cc(OCC)ccc3OCC)ccc21	-1%	-8%	58	34%	2%	4%	1%

# Additional compounds follow:
no.	canonical_smiles	TbPYK inhibitor	AMA1 RON2 block	HCMV inh	AmpC inh no detg	AmpC inh detg	LmPK inh	Sm TGR block
21	Cc1ccc(NC(=O)CN2C(=O)CCc3cc(S(=O)(=O)N4CCOCC4)ccc32)cc1F	-6%	.	57	.	11%	.	-1%
22	Cc1c2cnn(-c3ccccc3)c(=O)c2c(C)n1CCCC(=O)NCCN1CCN(C)CC1	-2%	0%	-17	39%	2%	4%	0%
23	Cc1ccccc1N(C(=O)c1cccs1)c1nc2ccccc2s1	4%	-29%	-18	-11%	-11%	3%	-2%
24	CCOCCCNC(=O)c1cc(=O)[nH]c2ccc(S(=O)(=O)N3CCCC3)cc12	1%	.	-19	.	13%	.	2%
25	CCCC[C@]12Cc3cc(C#N)ccc3C(O1)c1c(c3ccccc3oc1=O)O2	.	.	.	-46%[11.4 µM]	?	-3%[11.5 µM]	?
26	COc1cccc(NC(=S)N(CCc2nc3cc(C)c(C)cc3[nH]2)Cc2cccnc2)c1	6%	4%	16	-15%	-9%	3%	-15%
27	CCN(CC)S(=O)(=O)c1cc(NC(=O)COC(=O)Cn2cnc3ccccc32)ccc1C	3%	9%	18	-17%	0%	3%	-7%
28	CCC(C)C(=O)N[C@@H](c1ccccc1)[C@@H](O)C(=O)O[C@H]1C[C@@]2(O)[C@@H](OC(=O)c3ccccc3)C3[C@](C)(C(=O)[C@H](OC(C)=O)C(=C1C)C2(C)C)[C@@H](O)C[C@H]1OC[C@@]31OC(C)=O (stereo not given in full)	0%	1%	21	185%[activator]	?	-1%	1%
29	CCS(=O)(=O)n1nc(C(=O)N2CCOCC2)nc1N	6%	-16%	5	-14%	-6%	0%	8%
30	COc1cccc(CNCCc2c[nH]c3ccccc23)c1OC	-2%	-1%	-17	-24%	0%	2%	-22%
31	COc1ccc(-c2ccc(C(=O)O)o2)c([N+](=O)[O-])c1	-16%	-15%	-29	-2%	-2%	2%	?
32	O=c1[nH]c2ccccc2n1C1CCN(Cc2ccc(-c3[nH]c4cc5ncnc5cc4nc3-c3ccccc3)cc2)CC1	2%	-22%	-16	.	.	.	.
33	O=C(OCc1cnc(Cl)s1)c1cccc(Cl)c1	-6%	34%[activator]	-14	-28%	2%	0%	11%
34	CCOC(=O)CNC(=O)CN1C(=O)CC(c2ccco2)Sc2ccccc21 (stereo not given)	3%	5%	19	-19%	-17%	9%	-36%
35	CN(c1ccc(C(=O)Nc2cccnc2)cc1)S(=O)(=O)c1ccc(Cl)cc1	-8%	-15%	-18	-2%	3%	0%	-12%
36	C[C@H]1CN([C@@H](C)CO)C(=O)CCCn2nncc2CO[C@@H]1CN(C)Cc1ccccc1	9%	4%	12	.	.	.	.
37	CCN1c2ccccc2-n2cccc2C12CCN(C(=O)Nc1ccccc1C(F)(F)F)CC2	-2%	.	-15	.	2%	.	-5%
38	O=c1[nH]cnc2c1C(c1ccccc1)c1c(nc[nH]c1=O)O2	0%	-11%	-31	-15%	3%	2%	6%
39	CCOC(=O)C1CCN(c2ccc(-c3cccs3)nn2)CC1	?	1%	-23	-14%	-2%	14µM*	4%
40	COc1cccc(C(=O)O/N=C(\N)c2ccc([N+](=O)[O-])cc2)c1	2%	-1%	53	-14%	?	4%	1%

# Compound profiles, as listed above:
# CCOc1ccc(-c2csc(C3COc4ccccc4O3)n2)cc1 (stereo not given) across the screens: TbPYK inhibitor: 4%; AMA1 RON2 block: -2%; HCMV inh: 43; AmpC inh no detg: .; AmpC inh detg: .; LmPK inh: .; Sm TGR block: .
# CCOCCCNC(=O)c1cc(=O)[nH]c2ccc(S(=O)(=O)N3CCCC3)cc12 across the screens: TbPYK inhibitor: 1%; AMA1 RON2 block: .; HCMV inh: -19; AmpC inh no detg: .; AmpC inh detg: 13%; LmPK inh: .; Sm TGR block: 2%

# New compounds follow:
no.	canonical_smiles	TbPYK inhibitor	AMA1 RON2 block	HCMV inh	AmpC inh no detg	AmpC inh detg	LmPK inh	Sm TGR block
41	Cc1cccc(C)c1N=C1SC(CC(=O)Nc2c(C)cccc2C)C(=O)N1CCc1ccccn1 (stereo not given)	4%	1%	-29	196%[activator]	-9%	4%	0%
42	O=C1NC(=O)/C(=C/c2ccc(-c3cccc([N+](=O)[O-])c3)o2)S1	-15%	-15%	-33	-39%	-4%	?	0%
43	O=c1[nH]cnc2c1nc(SCc1ccccc1)n2C1OC(CO)C(O)C1O (stereo not given)	-4%	3%	8	-20%	-18%	-1%	6%
44	Cc1coc2c(C)c3oc(=O)c(CCC(=O)N4CCC(C(=O)NCCCC(=O)O)(c5ccccc5)CC4)c(C)c3cc12	2%	-30%	-24	137%[activator]	-6%	9%	-6%
45	O=C(CCn1c(=O)c2cccn2c2cccnc21)N1CCN(c2cccc(C(F)(F)F)c2)CC1	4%	.	-13	.	-1%	.	-1%
46	Cc1c(C(=O)N2CCCC2)c(S(=O)(=O)N2CCN(c3ccccc3F)CC2)c(C)n1C	6%	-13%	?	70%[activator]	0%	-11%	-6%
47	Nc1nc(Cl)cc(Oc2ccc(Cl)cc2)n1	-2%	2%	8	-10%	-1%	-11%	2%
48	CC1Sc2n(c3ccccc3[n+]2C)N=C1c1ccccc1 (stereo not given)	1%	4%	-97*	-15%	1%	-1%	-1%
49	COc1ccccc1N(CC(=O)N(CC(C)C)CC(C)C)S(=O)(=O)c1cccs1	-1%	0%	19	59%	-3%	-2%	12%
50	O=C1C(Cl)=C(N2CCC(C(=O)O)CC2)C(=O)c2ccccc21	1%	-14%	.	-25%	3%	?	-2%
51	CCCOc1ccc(N2C(=O)CC(N(CCc3ccccc3)C(=O)c3ccccc3)C2=O)cc1 (stereo not given)	-1%	16%	71	-12%	1%	0%	.
52	O=C(CN1CCOC1=O)N1CCCC(Nc2ccc(F)c(F)c2)C1 (stereo not given)	15%	-10%	43	-4%	1%	-1%	-21%
53	C[C@H]1CN([C@@H](C)CO)S(=O)(=O)c2ccc(Br)cc2O[C@H]1CN(C)S(=O)(=O)c1ccccc1	5%	-26%	-14	.	.	.	.
54	Cc1ccccc1C(=O)N(Cc1nc2ccccc2c(=O)[nH]1)C1CCCC1	-11%	7%	-8	-7%	0%	4%	.
55	CC(C)c1ccc(OCC(=O)NCCO)cc1	-2%	0%	5	-2%	0%	0%	-22%
56	CC(C)(O)CC[C@@H](O)[C@](C)(O)[C@H]1CC[C@@]2(O)C3=CC(=O)[C@@H]4C[C@@H](O)[C@@H](O)C[C@]4(C)C3CC[C@]12C (stereo not given in full)	-9%	0%	-13	1%	-3%	4%	-6%
57	COc1ccccc1N1CCN(Cc2nc3ccccc3c(=O)n2CC(C)=O)CC1	4%	1%	48	11%	?	-3%	-7%
58	CCN(c1ccccc1)c1nnc(NC(=O)Nc2cccc(Br)c2)s1	-1%	.	-10	.	25%	.	0%
59	CCc1ccc(S(=O)(=O)/N=C2\C=CC(=O)c3ccccc32)cc1	.	.	.	16µM*	-4%	-15%	8.9µM*
60	COc1ccc(-n2cnnc2SCC(=O)c2ccc(S(=O)(=O)N3CCOCC3)cc2)cc1	-13%	-1%	-10	111%[activator]	8%	2%	-23%
61	COc1cc(CNc2ncn[nH]2)ccc1OCc1cccc(C)c1	-2%	12%	51	0%	2%	-1%	5%
62	CC12CCC(=O)N1C(C(=O)Nc1ccc(Br)cc1Cl)CS2 (stereo not given)	-2%	-2%	64	-10%	-14%	1%	-15%
63	O=C(O)Cc1sc(-c2ccccc2)nc1-c1ccccc1	-3%	0%	5	-27%	-7%	-7%	4%
